From PubChem BioAssay
Ecoli tolC – blocks growth of E. coli BW25113 tolC mutant; OD615; growth inhibition, % at 10 µM (by protocol); hit rate 2.2% among 65,000;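 active means growth inhibition at or above a cutoff equal to the mean over every tested compound plus 3 SD, cut at about 60% in these data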;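 further: growth measured after 20 h incubation at 37 °C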
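Test system – E. coli BW25113 ΔtolC::kan, tolC deletion mutant strain · Detection – OD at 615 nm · Buffer or medium – LB with kanamycin 50 µg/mL · Times – 20 h compound exposure of bacteria at 37 °C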
DUSP1 inh – human dual specificity phosphatase 1 inhibition. P28562. recombinant MKP-1, OMFP hydrolysis fluorescence. inhibition, %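 (compounds tested at a single concentration somewhere between 10 and 100 µM)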. hit rate 0.15% among 65,000;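 active means inhibition above about 50%, limit read from the data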;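 further: 0% = DMSO max control wells and 100% = wells with enzyme stopped by NaOH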
CatB mix inh – inhibitors of human cathepsin B in compound mixtures | P07858 | inhibition, %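 (ten-compound pools at 5 µM per compound and 50 µM total)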 | hit rate 0.06% among 62,000 | Purified cathepsin B, AMC dipeptide fluorescence | AID 488; in the data active means inhibition above about 22%, passing the limit was not always enough;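 further: 0% = enzyme without compound and 100% = no enzyme blank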
Cdc25B inh – inhibitors of human Cdc25B phosphatase; P30305; recombinant Cdc25B, OMFP fluorescence Ex485/Em525; inhibition, %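 (compounds tested at 10 µM final in the well)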; hit rate 0.1% among 65,000; AID 368; in the data active means inhibition above about 50%
Target sequence (P30305 whole entry, looked up): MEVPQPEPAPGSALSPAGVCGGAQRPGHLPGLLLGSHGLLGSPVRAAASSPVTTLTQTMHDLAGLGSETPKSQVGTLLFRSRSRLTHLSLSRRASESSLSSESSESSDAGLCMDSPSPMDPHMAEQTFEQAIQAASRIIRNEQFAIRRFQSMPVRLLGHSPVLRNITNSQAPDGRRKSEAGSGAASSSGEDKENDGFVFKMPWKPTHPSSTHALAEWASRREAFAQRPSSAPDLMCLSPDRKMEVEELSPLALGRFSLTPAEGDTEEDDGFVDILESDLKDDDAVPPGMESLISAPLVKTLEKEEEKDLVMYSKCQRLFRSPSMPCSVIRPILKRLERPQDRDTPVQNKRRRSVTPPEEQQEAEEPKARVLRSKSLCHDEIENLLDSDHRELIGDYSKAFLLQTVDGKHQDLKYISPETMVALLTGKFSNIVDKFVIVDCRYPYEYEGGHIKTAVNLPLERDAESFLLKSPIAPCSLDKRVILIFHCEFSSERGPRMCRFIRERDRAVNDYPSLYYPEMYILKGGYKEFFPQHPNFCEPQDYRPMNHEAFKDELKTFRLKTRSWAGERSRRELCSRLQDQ
Ec RNAP inh – Escherichia coli RNA polymerase inhibition; inhibition, %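 (tested at 10 µM)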; E. coli RNA polymerase, fluorescence transcription assay; hit rate 0.2% among 62,000; in the data active means inhibition above about 20%;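 further: 0% = enzyme without compound and 100% = no enzyme blank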
D1 mod – allosterically modulates the human D1 dopamine receptor. P21728. B-score at 10 µM. HEK293 D1, CRE-luciferase, dopamine EC30 potentiation; actives deviate in either direction. hit rate 5.9% among 58,000;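 active means luminescence count or its row- and column-corrected plate score outside the 99.7% band of the plate's sample wells, on either side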
Target sequence (P21728 whole entry, looked up): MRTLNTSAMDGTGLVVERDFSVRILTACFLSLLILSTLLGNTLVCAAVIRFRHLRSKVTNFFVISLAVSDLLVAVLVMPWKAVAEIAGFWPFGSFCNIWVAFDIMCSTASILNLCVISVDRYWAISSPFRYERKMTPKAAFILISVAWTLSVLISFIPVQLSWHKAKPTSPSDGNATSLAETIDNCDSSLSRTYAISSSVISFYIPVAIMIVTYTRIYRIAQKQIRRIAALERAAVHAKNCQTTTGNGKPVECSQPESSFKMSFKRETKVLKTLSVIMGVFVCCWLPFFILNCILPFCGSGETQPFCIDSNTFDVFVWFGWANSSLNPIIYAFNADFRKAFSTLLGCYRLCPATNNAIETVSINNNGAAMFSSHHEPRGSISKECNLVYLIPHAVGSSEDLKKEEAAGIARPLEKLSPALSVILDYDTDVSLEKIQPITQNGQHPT
CatB block – blocks human cathepsin B protease activity; purified cathepsin B, fluorogenic substrate, fluorescence; hit rate 0.1% among 63,000; AID 453; inhibition, %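 (tested at 10 µM)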; in the data active means inhibition above about 21%;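 further: 0% = enzyme with no compound and 100% = no enzyme blank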
AP ELISA ortho – orthogonal test for alternative complement pathway inhibitors; hit rate 0.08% among 62,000; AID 1235; Human serum alternative complement pathway, LPS-coated ELISA, C3 deposition; tested in compound mixtures; inhibition, % at 5 µM;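 active means inhibition above 30% in each of the two pooled mixtures holding the compound, so the lower value exceeds 30%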;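 further: 0% = serum in Mg-EGTA without compound and 100% = EDTA serum blank; some compounds past the cut are filed as inactive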
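Assay system: Human serum alternative complement pathway, C3 deposition on LPS-coated wells | Incubation: 1 h serum-compound exposure at 37 °C | Doses: 5 µM per compound in ten-compound mixtures | Read-out: Percent inhibition | Technique: ELISA with HRP anti-human C3 antibody, TMB substrate, absorbance 450 nm | Replication: Two pool placements per compound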
Hsp90 block – displaces geldanamycin probe from tumor Hsp90; P07900; AID 429; inhibition, % at 30 µM; NCI-N417 lysate Hsp90, Cy3B-geldanamycin FP displacement; hit rate 0.35% among 64,000;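 active means inhibition above 50%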;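 further: 0% = tracer plus lysate wells and 100% = tracer alone without lysate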
Starred values were filed as active, the others as inactive; · = no result given.

SMILES	Ecoli tolC	DUSP1 inh	CatB mix inh	Cdc25B inh	Ec RNAP inh	D1 mod	CatB block	AP ELISA ortho	Hsp90 block
CCn1cc(C(=O)OCC(=O)N(C)C2CCS(=O)(=O)C2)c(=O)c2ccc(C)nc21 (stereo not drawn)	-2	18	0	-9	9	0.15	7	-2	-3
CCCc1c(CC)c(=N)c2ccccc2n1C	-11	1	-5	11	-5	-1.8	-5	11	-3
CCCCCn1c(SC(C)C(C)=O)nc2c1c(=O)[nH]c(=O)n2C (stereo not drawn)	2	2	3	-10	2	8*	-2	25	0
COc1cccc(Cn2c(N)c(C#N)c3nc4ccccc4nc32)c1OC	-3	20	2	5	7	2.3	-5	14	-5
CCN1CCN(C(=O)C(NS(=O)(=O)c2ccc3nc(C)sc3c2)C(C)C)CC1 (stereo not drawn)	-12	-4	6	-1	6	·	0	13	-2
Cc1[nH]c(=O)[nH]c1CN1CCCCC1	-12	8	-1	-3	9	-0.19	0	-3	-2
COc1cc(OC)cc(C(=O)N(Cc2cc3cc(C)ccc3[nH]c2=O)C(C)C)c1	9	-7	-3	3	11	1.6	1	-11	-3
COc1ccc(CCNc2oc(COc3ccccc3)nc2C#N)cc1	10	20	·	11	10	0.098	1	·	-5
CCc1nnc(NC(=O)c2ccc(S(=O)(=O)N(CCOC)CCOC)cc2)o1	-5	-15	7	-3	4	·	-3	13	2
Cc1onc(-c2ccccc2Cl)c1C(=O)NCc1ccccn1	-7	-1	5	-10	-10	0.95	-3	-12	-2
COc1ccc(C)cc1S(=O)(=O)N1CCN(S(=O)(=O)c2cc(C)ccc2OC)C(C)C1 (stereo not drawn)	23	17	0	-15	5	-0.5	2	12	-3
S=C1SCN(CCN2CCOCC2)CN1Cc1ccccc1	1	23	4	-3	7	·	-3	16	2
Cc1nc(SCC#N)c2c3c(sc2n1)CCC3	-8	12	2	2	5	·	4	4	3
Cc1cc(C(=O)CN2C(=O)NC(c3ccccc3)(c3ccccc3)C2=O)c(C)n1Cc1ccco1	22	22	3	-1	9	0.26	2	-1	-7
CCOC(=O)/C(C#N)=C1/C=CN(c2ccccc2)C=N1	-3	1	1	-3	9	-1.3	3	15	·
CCc1n[nH]c2c1/C(=N\O)CC(C)(C)C2	-2	7	8	0	4	1.2	-5	15	-2
C[C@H](NC(=O)Nc1ccccc1F)C(=O)O	-21	15	4	1	7	0.038	4	9	-3
COc1ccc(NC(=O)CSc2[nH]c(=O)cc(C)c2C#N)cc1OC	20	-3	3	-14	6	1.5	6	-16	-9
O=C(Nc1ccc(Cl)c(Cl)c1)N1CC=CCC1	24	-7	0	0	·	-0.29	·	-17	-1
Cc1cc(C)cc(NC(=O)C2CCCN(c3nccc(C)n3)C2)c1 (stereo not drawn)	20	5	-2	17	5	-0.51	1	7	-1
CC(C)Sc1nc(N2CCCC2)c2c(c1C#N)CC(C)(C)OC2	13	-5	-1	-14	6	3	-1	7	4
N#CC1=C(N)Oc2c(oc(CO)cc2=O)C12C(=O)Nc1ccc(Cl)cc12 (stereo not drawn)	-10	-3	-4	-6	6	-0.23	3	-3	0
Cc1cc(NC(=O)C2CCN(S(=O)(=O)Cc3ccccc3)CC2)ccc1-n1cnnn1	17	14	-6	-5	-8	-0.73	-1	22	1
COc1cc(OC)c(NC(=O)c2c(-c3ccccc3)noc2C)cc1Cl	0	5	5	-2	8	-0.2	1	0	1
O=S(=O)(NCCc1csc(-c2cccnc2)n1)c1ccc2c(c1)OCCO2	9	-6	1	-11	7	·	0	15	0
SMILES	Ecoli tolC	DUSP1 inh	CatB mix inh	Cdc25B inh	Ec RNAP inh	D1 mod	CatB block	AP ELISA ortho	Hsp90 block
CCOc1cc2oc(=O)c3c(c2cc1Cl)CCC3	9	9	4	1	-1	1	0	13	-1
Cc1ccc(C)c(OCCCC(=O)Nc2ccc(N3CCOCC3)cc2)c1	-10	1	5	-4	8	-0.32	7	-9	-5
COc1ccccc1-c1nc(-c2ccc(C)nc2OC)no1	12	9	3	-1	4	0.021	-3	13	0
Cc1ccc(N(CC(=O)NCc2ccc3c(c2)OCO3)S(=O)(=O)c2c(C)noc2C)cc1	9	16	2	-14	-1	0.0064	3	9	-2
CCCc1cc(=O)oc2cc(C)cc(OC(=O)c3ccco3)c12	13	-7	2	-4	2	0.58	4	-5	-5
O=C(CSc1nc2ccccc2c(=O)n1CCC(=O)N1CCCCC1)NCc1ccccc1	6	9	1	-12	6	1.8	-2	0	3
N#CC1=C(N)OC2=C(C(=O)CCC2)C1CCc1ccccc1 (stereo not drawn)	13	-2	-5	10	8	6.4*	-1	4	-3
O=C(Oc1cccnc1)c1ccco1	7	-33	-1	2	4	-0.051	3	-5	0
CCOC(=O)C1CCN(C(=O)c2n[nH]c(=O)c3ccccc23)CC1	-20	0	4	5	3	-1	-10	10	-3
O=c1[nH]c(CSc2nnc(NCCCN3CCOCC3)s2)nc2cc(Cl)ccc12	-14	22	2	-9	6	1.5	2	8	-5
CC(C)(C)CC(=O)Nc1nnc(-c2cccs2)s1	-12	22	-1	-11	9	0.92	12	-12	1
O=C1C=C(NCc2ccco2)CC(c2ccc(Cl)cc2)C1 (stereo not drawn)	14	16	1	2	0	-0.62	-3	10	·
Cc1cc(Nc2ncc(Cl)cc2Cl)n(-c2ccccn2)n1	-12	17	31	-15	-4	-0.086	2	21	·
Cc1ccn2cc(C(=O)NC3CCN(Cc4ccccc4)CC3)nc2c1	-1	-25	38	-6	7	-1.1	7	-29	-1
O=P(O)(O)C(O)C(F)(F)C(F)(F)C(F)(F)C(F)F (stereo not drawn)	-23	-21	-2	2	-2	0.21	-4	8	-2
Cc1ccc(-c2ccccc2NC(=O)C2C3C=CC(C3)C2C(=O)O)o1 (stereo not drawn)	-2	-18	·	-25	4	·	1	·	-1
Cc1cc(OC(=O)N2CCCCC2)cc(C)c1Cl	56	11	-1	-1	8	-0.2	2	-1	-2
CCOc1cc(C)nc(N2CCC(C(=O)Nc3ccccc3OCC)CC2)n1	-34	13	5	-5	4	-0.41	-6	10	-4
COc1ccc(C(=O)C(CN2CCCC2)c2ccccc2)cc1 (stereo not drawn)	11	-22	·	-5	·	·	-5	·	-5
CCc1nc(N2CCN(c3nc(C)cc(C)n3)CC2)c2oc3ccccc3c2n1	3	14	0	2	-7	-0.034	4	-7	0
COC(=O)c1ccnc(/C=N/O)c1	3	2	6	-10	6	0.19	-5	22	-4
COc1ccc(S(=O)(=O)NC(C)C(=O)Nc2cccc(C(C)=O)c2)cc1 (stereo not drawn)	1	3	4	5	6	-0.5	0	4	-14
Cc1ccc(-c2c3c(=O)n(C)c(=O)n(C)c3c3nnc4ccccc4n23)cc1	-9	11	1	-2	-2	0.66	3	5	-4
CC(C)N(C(=O)COC(=O)c1ccccc1C(=O)N1CCN(c2ccc(F)cc2)CC1)C(C)C	-5	15	3	-16	7	-0.25	2	4	-4
C=CCSc1nnc(Cc2cc(=O)[nH]c(=O)[nH]2)n1-c1cc(C)ccc1C	-1	8	4	3	9	·	7	-9	-1

Compound profiles (already shown). Values in the order: Ecoli tolC, DUSP1 inh, CatB mix inh, Cdc25B inh, Ec RNAP inh, D1 mod, CatB block, AP ELISA ortho, Hsp90 block
Cc1cc(Nc2ncc(Cl)cc2Cl)n(-c2ccccn2)n1 is entered as -12, 17, 31, -15, -4, -0.086, 2, 21, ·
CC(C)N(C(=O)COC(=O)c1ccccc1C(=O)N1CCN(c2ccc(F)cc2)CC1)C(C)C is entered as -5, 15, 3, -16, 7, -0.25, 2, 4, -4

Carrying on:
SMILES	Ecoli tolC	DUSP1 inh	CatB mix inh	Cdc25B inh	Ec RNAP inh	D1 mod	CatB block	AP ELISA ortho	Hsp90 block
COc1cc(NC(=O)c2cc(C(C)C)on2)cc(OC)c1OC	0	-8	3	-9	6	1.3	0	9	1
O=C(COc1ccc(F)cc1)Nc1nccs1	-5	-1	5	-5	9	-2.2	-1	18	1
CCOC(=O)C(NC(=O)Nc1ncccn1)(Oc1ccccc1)C(F)(F)F (stereo not drawn)	-27	0	5	-7	3	-0.63	6	-16	0
O=C(Nc1ccccc1N1CCOCC1)c1ccc2c(c1)C(=O)N(Cc1ccncc1)C2=O	-13	24	5	5	1	-0.066	3	9	-4
CCN(CC)CCN1C(=O)C(=O)/C(=C(/O)c2ccc(Cl)cc2)C1c1ccncc1 (stereo not drawn)	0	16	·	-8	0	-1.2	1	·	-7
C=CCn1cc(C(=O)NCc2ccco2)c(=O)c2cc(S(=O)(=O)N3CCCCCC3)ccc21	68*	34	3	-5	6	0.52	4	4	-6
O=C(CNC(=O)c1cccs1)NCCN1CCN(Cc2ccccc2)CC1	-15	2	5	-2	11	-0.38	4	-2	-1
O=C(O)C1CCCN1S(=O)(=O)c1ccc2c(c1)CCC2 (stereo not drawn)	-22	17	2	2	4	-1	4	7	-10
CCOc1ccc(CNC(=O)C2CCCN(S(C)(=O)=O)C2)cc1OC (stereo not drawn)	-14	-15	3	-13	5	-0.012	3	0	-1
COc1ccc(-c2nnc3n2N=C(c2ccccc2)CS3)cc1OC	9	-18	1	-20	6	1.6	1	0	-5
CCc1ccc(N/C(SCc2cccc(F)c2)=C(/C#N)C(=O)NCc2ccco2)cc1	-8	5	6	-26	5	-0.8	5	20	0
CCOC(=O)C1C(=O)CC(C)(O)C(C(=O)OCC)C1/C=C/c1ccccc1 (stereo not drawn)	2	8	3	-5	6	-0.17	9	-15	0
Nc1ccc(S(=O)(=O)N2CCCC2)cc1	-6	4	2	-8	-4	·	1	14	-2
O=C(O)CSCc1cnn(-c2ccccc2)c1-n1cccc1	6	27	0	0	-2	0.51	-1	12	0
O=C(c1ccc2c(c1)[nH]c(=S)n1c3ccccc3nc21)N1CCN(c2ncccn2)CC1	-7	9	9	-1	3	0.67	1	13	-3
CCN(CCCNC(=O)C1CCC(=O)N1C1CCCC1)c1cccc(C)c1 (stereo not drawn)	-16	-3	-1	2	3	-0.14	2	4	-1
CCN(C(=O)CSc1nncs1)c1c(N)n(Cc2ccccc2)c(=O)[nH]c1=O	-7	-12	3	3	-2	0.34	2	6	0
COc1ccccc1Nc1ncccc1C(=O)O	10	22	-1	0	-3	0.79	2	13	5
O=C(CN1C(=O)CCS(=O)(=O)c2ccccc21)Nc1cccc(Cl)c1	-7	9	3	11	2	·	1	11	0
Cc1cc(C)nc(NCCCc2ccccc2)n1	12	10	-3	-13	-3	·	1	-7	0
CCOc1ccc(NC(=O)C2CC(=O)N(c3cc(C)cc(C)c3)C2)cc1 (stereo not drawn)	22	10	10	-11	2	-0.18	-2	20	3
Cn1c(=O)c2c(nc(N3CCCCCC3)n2CCSc2nc3ccccc3o2)n(C)c1=O	5	14	6	-13	4	-0.52	-4	30	1
COCc1c(C(=O)OCC(=O)N2c3ccccc3NC(=O)C2(C)C)oc2ccccc12	-20	-10	2	-3	4	0.6	-7	8	-3
COc1cccc(NC(=O)CN(c2ccc(C)cc2)S(=O)(=O)c2c(C)nn(C)c2C)c1	4	5	2	-1	3	·	4	8	-2
N#CCCSCc1ccc(OCC(=O)O)cc1	9	-18	·	3	6	0.44	2	·	-1
O=C(Nc1ccc2oc(=O)ccc2c1)c1ccco1	-27	-14	0	-4	0	-0.81	2	16	-2

Some of the entries so far, with values under each structure:
Under each structure: Ecoli tolC | DUSP1 inh | CatB mix inh | Cdc25B inh | Ec RNAP inh | D1 mod | CatB block | AP ELISA ortho | Hsp90 block
> O=C(c1ccc2c(c1)[nH]c(=S)n1c3ccccc3nc21)N1CCN(c2ncccn2)CC1
  -7 | 9 | 9 | -1 | 3 | 0.67 | 1 | 13 | -3
> CCN(CCCNC(=O)C1CCC(=O)N1C1CCCC1)c1cccc(C)c1 (stereo not drawn)
  -16 | -3 | -1 | 2 | 3 | -0.14 | 2 | 4 | -1
> CCN(C(=O)CSc1nncs1)c1c(N)n(Cc2ccccc2)c(=O)[nH]c1=O
  -7 | -12 | 3 | 3 | -2 | 0.34 | 2 | 6 | 0

Outcome played no part in choosing rows; about 7.6% have a hit in one of these screens.
